S2 tox: Viability Counterscreen for Primary qHTS for Inhibitors of ATXN expression; S2 cells (HEK-293 line with an ATXN2-luciferase reporter) viability, CellTiter-Fluor protease fluorescence, 24 h; Potency, µM (titrated, usually from 56.7 µM), usual class: cytotoxic; 400,000 tested, 0.49% active; note: potency is the fitted concentration of half-maximal effect; nearly all actives have a fitted effect of over 40% in size
IL-2 act: qHTS of IL-2 Activators; AID 652025, 2013; IL-2 activation reporter assay, cell-based qHTS; stimulated with anti-CD3/CD4/CD28 beads; in transgenic mouse T cells; 360,000 tested, 0.065% active; activation, % (series mostly up to about 46 µM); in the data active = activation above about 50%; inconclusive = mostly about 30% to 49%; note: 0% is about no effect
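Readout is EGFP and DsRed signal by fluorescent plate cytometry after 18 h at 37 degrees C. Transgenic mouse T cells (750/well) received compound for 60 min before bead stimulation (anti-CD3, anti-CD4, anti-CD28); memory T cells served as non-tolerant control.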
TGFb SMAD3 inh: qHTS for Inhibitors of TGF-b; Potency, µM (series often up to 46.1 µM), for the others: at the top dose activity, negative = inhibition, most hits filed as inhibitors; AID 588855, 2011; 410,000 tested, 1.2% active; HepG2 CAGA-GFP TGF-b/SMAD3 reporter, GFP fluorescence, 18 h; TGF-beta stimulated, 500 pg/mL final; note: potency is the fitted concentration of half-maximal effect; % is set by controls: 0 for no effect and ±100 for the full control effect; nearly all actives have a fitted effect of over 65% in size
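TGF-beta reporter screen: HEPG2 CAGA-GFP, 1% FBS, 500 pg/mL TGF-beta final, 18 h; per-cell GFP summed per well; curves fitted and categorized by class.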
A549 tox: Nrf2 qHTS screen for inhibitors: counterscreen for cytotoxicity | A549 ARE-Fluc cells, CellTiter-Fluor viability, 18-24 h | Potency, µM (highest dose often 46 µM), for inactives: at the highest dose activity change, negative = cytotoxicity, most hits filed as inhibitors | 390,000 tested, 0.16% active; note: potency is the fitted concentration of half-maximal effect; % is set by controls: 0 for no effect and ±100 for the full control effect
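Cytotoxicity counterscreen: CellTiter-Fluor fluorescence was measured in A549 ARE_Fluc cells after 18-24 h of compound exposure in a concentration series. The subsequent BugLite luminescent read reports ARE-luciferase activity.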
HepG2 viability: qHTS for Inhibitors of TGF-b: Cytotox Counterscreen; Potency, µM (series often up to 46.1 µM), without a hit: top-dose activity change, negative = cytotoxicity, usual class: cytotoxic; HepG2 CAGA-GFP viability, ATP luminescence, 18 h; 410,000 tested, 0.76% active; note: potency is the fitted concentration of half-maximal effect; some results filed as inactive show a strong effect at the top dose
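HepG2 CAGA-GFP cells (1000/well, DMEM with 1% FBS) received compound, then TGF-beta at 500 pg/mL final, and were incubated 18 hours at 37 degrees C. Viability was read by CellTiter-Glo luminescence. Media-only wells were set as complete cell-killing and DMSO as no toxicity.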
Nrf2 block: Nrf2 qHTS screen for inhibitors. A549 ARE-Fluc reporter, luciferase luminescence, 18-24 h. Potency, µM (doses to about 46 µM), for the others: top-dose activity change, negative = inhibition, actives largely listed as inhibitors. 360,000 tested, 2.1% active. AID 504444, 2011; note: potency is the fitted concentration of half-maximal effect; % is set by controls: 0 for no effect and ±100 for the full control effect; nearly all actives have a fitted effect of over 60% in size
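Quantitative HTS in A549 cells stably bearing an antioxidant response element-firefly luciferase construct. Inhibition of Nrf2-driven transcription was scored by luminescence after 18-24 h of compound exposure at 37 °C.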
EPAC2 ag: qHTS for Agonist of cAMP-regulated guanine nucleotide exchange factor 4 (EPAC2): primary screen; Rap guanine nucleotide exchange factor 4 (Homo sapiens), Q8WZA2; EPAC2 activation, biochemical qHTS; response scale: 100% = 6.5 mM cAMP response; Potency, µM (doses to about 154 µM), for the others: at the top dose activation, most hits filed as activators; 360,000 tested, 0.079% active; note: potency is the fitted concentration of half-maximal effect; nearly all actives have a fitted effect of over 50% in size
Target sequence (Q8WZA2 whole entry, looked up): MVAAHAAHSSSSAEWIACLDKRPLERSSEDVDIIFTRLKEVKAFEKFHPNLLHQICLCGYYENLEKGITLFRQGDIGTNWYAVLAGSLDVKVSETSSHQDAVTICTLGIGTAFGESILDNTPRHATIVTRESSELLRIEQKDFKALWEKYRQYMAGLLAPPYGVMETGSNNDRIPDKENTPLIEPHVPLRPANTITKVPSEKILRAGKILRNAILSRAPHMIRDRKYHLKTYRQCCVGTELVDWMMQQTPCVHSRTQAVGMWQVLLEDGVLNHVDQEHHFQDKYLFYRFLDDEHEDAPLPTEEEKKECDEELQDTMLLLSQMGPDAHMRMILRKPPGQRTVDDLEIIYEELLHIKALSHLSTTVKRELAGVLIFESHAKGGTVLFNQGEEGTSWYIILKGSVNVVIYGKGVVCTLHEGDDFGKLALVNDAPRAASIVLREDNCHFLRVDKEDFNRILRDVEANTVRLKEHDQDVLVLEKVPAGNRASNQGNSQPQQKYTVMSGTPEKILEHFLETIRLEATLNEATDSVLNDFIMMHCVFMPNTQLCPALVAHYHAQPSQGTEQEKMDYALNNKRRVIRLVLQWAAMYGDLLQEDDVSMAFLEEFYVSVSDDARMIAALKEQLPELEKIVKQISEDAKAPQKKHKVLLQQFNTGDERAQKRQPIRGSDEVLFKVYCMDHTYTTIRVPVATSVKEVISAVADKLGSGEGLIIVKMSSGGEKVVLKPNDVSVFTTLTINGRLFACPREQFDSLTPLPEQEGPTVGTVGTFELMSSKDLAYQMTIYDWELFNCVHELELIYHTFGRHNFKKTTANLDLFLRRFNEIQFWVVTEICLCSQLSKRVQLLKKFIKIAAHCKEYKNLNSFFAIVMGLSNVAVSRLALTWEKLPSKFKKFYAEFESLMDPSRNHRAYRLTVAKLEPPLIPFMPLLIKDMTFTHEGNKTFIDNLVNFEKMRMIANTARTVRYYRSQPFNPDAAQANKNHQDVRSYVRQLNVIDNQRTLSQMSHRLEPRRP
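Setup: EPAC2 100 nM, labeled Rap1B complex 250 nM, free GDP 50 uM. Compound titrations pinned in, brief spin, 5 min room temperature incubation. Kinetic fluorescence read over 30 min, normalized to 6.5 mM cAMP.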
Nrf2 activator: qHTS of Nrf2 Activators. Potency, µM (doses to about 46.1 µM), for inactives: at the top dose activation, usual class: activators. AID 624171, 2012. 410,000 tested, 0.31% active. AREc32 ARE-luciferase reporter (MCF7-derived line), luminescence, 24 h; note: potency is the fitted concentration of half-maximal effect; % of control where 0% means no effect; nearly all actives have a fitted effect of over 65% in size
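Quantitative high-throughput format: AREc32 reporter cells, 1000 per well, received compound by pin transfer and were incubated 24 hr at 37 deg C, 5% CO2, before Steady-Glo luminescence detection.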
ATXN2 expr inh: Primary qHTS for Inhibitors of ATXN expression; HEK-293 ATXN2-luciferase reporter, luminescence, 24 h; Potency, µM (highest dose often 57 µM), for inactives: top-dose activity change, negative = inhibition, actives largely listed as inhibitors; 360,000 tested, 0.72% active; note: potency is the fitted concentration of half-maximal effect; % is set by controls: 0 for no effect and ±100 for the full control effect; nearly all actives have a fitted effect of over 55% in size
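qHTS (up to 57 uM final) was run with 24 h compound exposure of reporter cells at 37 °C. Each well was multiplexed: SteadyGlo luminescence measured ATXN2-luciferase expression after a fluorogenic Gly-Phe-AFC viability readout (25 uM final).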
Numbers without * were called inactive; [ ] = another dose, or the depositor's remark. Unless noted, calls come from the whole dose curve; as a rule, active = well fitted curve in the direction sought with a large enough effect; inconclusive = small, poorly fitted or top-dose-only effect, or another doubt; inactive = no such curve, though single readings can be large; an effect the other way counts as inactive or inconclusive. This is a random part of the collection; overall some 4.3% were active at least once.

A first look:
Screening CCn1cc(C(=O)NCc2cccs2)c(=O)c2cc(S(=O)(=O)N3CCOCC3)ccc21 returned S2 tox inactive, IL-2 act -2.5, TGFb SMAD3 inh -6%, A549 tox 0%, HepG2 viability -9%, Nrf2 block inconclusive, EPAC2 ag 17%, Nrf2 activator 0.0% and ATXN2 expr inh -26%.
For Cc1cc(NC(=O)CN2C(=O)NC3(CCCCC3)C2=O)no1 the results were S2 tox inactive, IL-2 act -2.0, TGFb SMAD3 inh -3%, A549 tox -4%, HepG2 viability -5%, Nrf2 block 7%, EPAC2 ag 4%, Nrf2 activator -0.4% and ATXN2 expr inh -2%.
CC(Sc1ccccn1)C(=O)NC1CCCC1 (stereo not given) was read as S2 tox inactive, IL-2 act 1.3, TGFb SMAD3 inh -2%, A549 tox 4%, HepG2 viability 8%, Nrf2 block -8%, EPAC2 ag 2%, Nrf2 activator -0.4% and ATXN2 expr inh 2%.

The list itself, previewed entries included:
Screening CCn1cc(C(=O)NCc2cccs2)c(=O)c2cc(S(=O)(=O)N3CCOCC3)ccc21 returned S2 tox inactive, IL-2 act -2.5, TGFb SMAD3 inh -6%, A549 tox 0%, HepG2 viability -9%, Nrf2 block inconclusive, EPAC2 ag 17%, Nrf2 activator 0.0% and ATXN2 expr inh -26%.
For Cc1cc(NC(=O)CN2C(=O)NC3(CCCCC3)C2=O)no1 the results were S2 tox inactive, IL-2 act -2.0, TGFb SMAD3 inh -3%, A549 tox -4%, HepG2 viability -5%, Nrf2 block 7%, EPAC2 ag 4%, Nrf2 activator -0.4% and ATXN2 expr inh -2%.
CC(Sc1ccccn1)C(=O)NC1CCCC1 (stereo not given) was read as S2 tox inactive, IL-2 act 1.3, TGFb SMAD3 inh -2%, A549 tox 4%, HepG2 viability 8%, Nrf2 block -8%, EPAC2 ag 2%, Nrf2 activator -0.4% and ATXN2 expr inh 2%.
Cc1cc2c(cc(C(=O)OC(C(=O)NC3CCCCC3)C(C)C)n2C)o1 (stereo not given) was read as S2 tox inactive, IL-2 act -0.5, TGFb SMAD3 inh inconclusive, A549 tox -12%, HepG2 viability -2%, Nrf2 block 21µM*, EPAC2 ag -1% and Nrf2 activator 1.7%.
Screening Cc1ccc(S(=O)(=O)N2CCOCC2)cc1NC(=O)COC(=O)C1(C)CC1(Cl)Cl (stereo not given) returned S2 tox inconclusive, IL-2 act -0.3, TGFb SMAD3 inh 4%, A549 tox 1%, HepG2 viability -35%, Nrf2 block inconclusive, EPAC2 ag -9% and Nrf2 activator 1.8%.
For CC1CCN(CCCn2c(=S)[nH]c3c(sc4ccc([N+](=O)[O-])cc43)c2=O)CC1 the results were S2 tox inconclusive, IL-2 act 0.8, TGFb SMAD3 inh 0%, A549 tox -9%, HepG2 viability 1%, Nrf2 block -9%, EPAC2 ag -9%, Nrf2 activator -0.2% and ATXN2 expr inh -23%.
Cc1cc(C)c(NS(=O)(=O)c2ccc3c(c2)oc(=O)n3C)c(C)c1 was read as S2 tox inactive, IL-2 act 0.3, TGFb SMAD3 inh -2%, HepG2 viability -12%, EPAC2 ag -2% and Nrf2 activator -0.3%.
For O=C(COC(=O)c1cnccn1)Nc1ccc(Cl)cn1 the results were S2 tox inactive, IL-2 act -1.0, TGFb SMAD3 inh inconclusive, A549 tox 6%, HepG2 viability -12%, Nrf2 block 15%, EPAC2 ag 5%, Nrf2 activator 0.0% and ATXN2 expr inh 3%.
CCOc1ccc(CCNC(=O)COC(=O)c2ccncc2)cc1OCC was read as S2 tox inactive, IL-2 act -0.8, TGFb SMAD3 inh 3%, A549 tox 7%, HepG2 viability 6%, Nrf2 block 7%, EPAC2 ag -4%, Nrf2 activator 0.0% and ATXN2 expr inh -3%.
`O=c1c2c3nc4ccccc4nc3n(Cc3ccccc3)c2ncn1Cc1ccco1` gave S2 tox inactive, IL-2 act 0.7, TGFb SMAD3 inh inconclusive, A549 tox -23%, HepG2 viability -16%, Nrf2 block inconclusive, EPAC2 ag -2%, Nrf2 activator 2.7% and ATXN2 expr inh -10%.
Screening O=C(COC(=O)/C=C/c1ccccc1)NCc1ccco1 returned S2 tox inactive, IL-2 act 1.8, TGFb SMAD3 inh -3%, HepG2 viability -4%, EPAC2 ag 1% and Nrf2 activator 9.7%.
`Cc1cccc(C)c1NC(=O)CNC(=O)c1ccc(COc2ccccc2)o1` gave S2 tox inactive, IL-2 act 1.6, TGFb SMAD3 inh -1%, A549 tox 9%, HepG2 viability -6%, Nrf2 block 4%, EPAC2 ag -7%, Nrf2 activator 0.0% and ATXN2 expr inh -26%.
`Cc1ccc(Nc2nc(C(=O)N3CCC(C(=O)NC(C)C)CC3)cs2)cc1` gave S2 tox inactive, IL-2 act -0.2, TGFb SMAD3 inh -1%, A549 tox 20%, HepG2 viability 15%, Nrf2 block 25%, EPAC2 ag 4% and Nrf2 activator -0.9%.
CCOc1ccccc1CN1CCC(N2CCC(C(=O)NC3CC3)CC2)CC1 was read as S2 tox inconclusive, IL-2 act -1.2, TGFb SMAD3 inh -16%, A549 tox -18%, HepG2 viability -19%, Nrf2 block 3%, EPAC2 ag 2%, Nrf2 activator -0.3% and ATXN2 expr inh 5%.
For CCOC(=O)N1CCN(S(=O)(=O)c2ccc3c(c2)CCN3C(=O)CC)CC1 the results were S2 tox inactive, IL-2 act -0.6, TGFb SMAD3 inh -19%, A549 tox -6%, HepG2 viability -32%, Nrf2 block inconclusive, EPAC2 ag 13%, Nrf2 activator 4.2% and ATXN2 expr inh -5%.
`CC(=O)c1ccccc1OCC(O)CN1CCN(c2ccccn2)CC1` (stereo not given) gave S2 tox inactive, IL-2 act 1.0, TGFb SMAD3 inh -13%, A549 tox 10%, HepG2 viability -4%, Nrf2 block 3%, EPAC2 ag -1%, Nrf2 activator 0.1% and ATXN2 expr inh -7%.
`CCc1nn(CC(=O)N2CCN(CC)CC2)c(=O)c2cccn12` gave S2 tox inactive, IL-2 act -1.8, TGFb SMAD3 inh -14%, A549 tox 0%, HepG2 viability -17%, Nrf2 block -8%, EPAC2 ag 3%, Nrf2 activator -0.3% and ATXN2 expr inh 8%.
COc1ccc(OC)c(C(=O)CCCC(=O)c2cc(OC)ccc2OC)c1 was read as S2 tox inactive, IL-2 act -2.8, TGFb SMAD3 inh -4%, A549 tox 1%, HepG2 viability -21%, Nrf2 block -17%, EPAC2 ag 22%, Nrf2 activator -0.4% and ATXN2 expr inh -24%.
COc1cccc(N2CCN(CC(=O)NCc3cccs3)CC2)c1 was read as S2 tox inactive, IL-2 act 0.3, TGFb SMAD3 inh 14%, A549 tox -8%, HepG2 viability -36%, Nrf2 block -1%, EPAC2 ag 10%, Nrf2 activator -0.2% and ATXN2 expr inh 1%.
COc1nc(NCCO)nc(Nc2ccccc2F)n1 was read as S2 tox inconclusive, IL-2 act -0.3, TGFb SMAD3 inh 0%, A549 tox -7%, HepG2 viability 3%, Nrf2 block 26%, EPAC2 ag 13%, Nrf2 activator 3.3% and ATXN2 expr inh 1%.
`CCN(CC)S(=O)(=O)c1ccc(Cl)c(C(=O)Nc2cccnc2)c1` gave S2 tox inactive, IL-2 act -0.2, TGFb SMAD3 inh -18%, A549 tox 12%, HepG2 viability 6%, Nrf2 block -1%, EPAC2 ag 16%, Nrf2 activator 2.4% and ATXN2 expr inh -9%.
`Cc1cc(Br)cn2c(Cc3ccsc3)c(-c3ccc(C#N)cc3)nc12` gave S2 tox inactive, IL-2 act 0.4, TGFb SMAD3 inh inconclusive, HepG2 viability -11%, EPAC2 ag 5%, Nrf2 activator 6.2% and ATXN2 expr inh 4%.
For CCOc1ccc2c(c1)nc(NCCCO)n2Cc1ccccc1 the results were S2 tox inactive, IL-2 act -3.0, TGFb SMAD3 inh -24%, A549 tox 6%, HepG2 viability -33%, Nrf2 block 5%, EPAC2 ag -3%, Nrf2 activator 4.8% and ATXN2 expr inh -16%.
Cc1ccc(S(=O)(=O)N2CCN(c3ccnc4cc(Cl)ccc34)CC2)cc1 was read as S2 tox inactive, IL-2 act -1.3, TGFb SMAD3 inh inconclusive, A549 tox -4%, HepG2 viability 2%, Nrf2 block inconclusive, EPAC2 ag -5%, Nrf2 activator 0.6% and ATXN2 expr inh -9%[11.3 µM].
For O=C1N[C@H]2CC=C[C@H]2N(Cc2cccs2)c2ccccc21 the results were S2 tox inactive, IL-2 act -0.3, TGFb SMAD3 inh 33%, A549 tox -5%, HepG2 viability -5%, Nrf2 block inconclusive, EPAC2 ag 5%, Nrf2 activator -1.0% and ATXN2 expr inh 10%.
CC(C)Cc1ccc(C(C)C(=O)Nc2cccnc2)cc1 (stereo not given) was read as S2 tox inactive, IL-2 act -1.5, TGFb SMAD3 inh -15%, A549 tox -10%, HepG2 viability -29%, Nrf2 block 6.5µM*, EPAC2 ag 3%, Nrf2 activator 0.5% and ATXN2 expr inh -22%.
`Nc1ccc(-c2nc3ccc([N+](=O)[O-])cc3[nH]2)cc1` gave S2 tox inactive, IL-2 act -4.2, TGFb SMAD3 inh 5%, A549 tox -5%, HepG2 viability 1%, Nrf2 block inconclusive, EPAC2 ag 3%, Nrf2 activator 4.6% and ATXN2 expr inh 55%[activator].
`O=C(CN1CCN(C(=O)c2cccc(-n3cnnn3)c2)CC1)Nc1ccccc1Cl` gave S2 tox inactive, IL-2 act -1.6, TGFb SMAD3 inh 2%, A549 tox -3%, HepG2 viability -2%, Nrf2 block -1%, EPAC2 ag 2%, Nrf2 activator 0.1% and ATXN2 expr inh 33%.
